NR2E3 ag-1: activates human photoreceptor nuclear receptor NR2E3 | actives 0.12% (n = 320,000) | inhibition of corepressor binding, % at 4.78 µM | Q9Y5X4 | GST-NR2E3/biotin-RetCOR TR-FRET, 1536-well | AID 2300;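 active = percent inhibition above the cutoff of mean plus 3 SD of all tested compounds, set per screening campaign, cut at about 20% in these data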;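 note: 0% = DMSO wells and 100% = biotin wells as full block of FRET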
Target sequence (Q9Y5X4 whole entry, looked up): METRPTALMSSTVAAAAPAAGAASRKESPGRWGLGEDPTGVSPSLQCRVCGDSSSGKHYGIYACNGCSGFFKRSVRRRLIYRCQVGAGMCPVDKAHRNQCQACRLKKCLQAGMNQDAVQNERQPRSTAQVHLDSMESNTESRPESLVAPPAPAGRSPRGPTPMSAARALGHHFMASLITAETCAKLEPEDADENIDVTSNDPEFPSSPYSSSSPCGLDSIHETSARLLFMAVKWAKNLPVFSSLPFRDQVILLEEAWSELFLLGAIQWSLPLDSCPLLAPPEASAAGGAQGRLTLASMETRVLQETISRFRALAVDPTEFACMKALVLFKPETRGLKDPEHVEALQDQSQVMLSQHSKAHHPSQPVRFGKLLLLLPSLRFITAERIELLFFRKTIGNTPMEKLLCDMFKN
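Test system: GST-NR2E3 and biotin-RetCOR proteins | Quantity: 1.35 nM GST-tagged NR2E3 final | Medium: Tris pH 7.5 | Also added: 7 nM biotin-RetCOR | Dosing: Compound at 4.8 µM, single dose | Timing: 5 h at 4 °C | Detection: Time-resolved FRET | Read-out basis: Percent inhibition | Benchmarks: Biotin wells as high control, 0.6% DMSO wells as low control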
aDG glyco act: alpha-DG glycosylation activation; actives 0.22% (n = 360,000); activation, % at 10 µM; Pro5-aDG cells, alpha-DG glycosylation AlphaScreen (IIH6); 0% Pro5, 100% B10-LARGE cell signal;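 active = activation of at least 8% versus controls, or a plate z-score of at least 8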;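 note: Pro5 are CHO cells carrying HIG-tagged alpha-DG that lacks glycosylation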
TWEAK-Fn14 inh: TWEAK-Fn14 signaling inhibition | inhibition, % at 10 µM | actives 2% (n = 360,000) | AID 1159606 | TWEAK-stimulated Fn14 reporter cells, luciferase luminescence, 8 h; in the data active = inhibition above about 50%
CF NFkB block: cystic fibrosis NF-kB activation inhibition; AID 588850; inhibition, % at 5 µM; actives 0.86% (n = 360,000); KKLEB NF-kB-GFP reporter, PAF-induced, GFP fluorescence overnight;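 active = at least 50% inhibition at 5 µM, scaled per plate between neutral and stimulator controls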;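 note: PAF is a Pseudomonas aeruginosa culture filtrate used as stimulus; plate controls were PAF-stimulated DMSO wells for no effect and unstimulated DMSO wells for full effect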
NR2E3 ag-2: human photoreceptor-specific nuclear receptor agonism | CHO-S Gal4-NCOR/VP16-NR2E3 two-hybrid, luciferase | Q9Y5X4 | actives 0.35% (n = 360,000) | AID 602229 | inhibition of corepressor binding, % at 3.98 µM;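 active = inhibition above the mean of all tested compounds plus 3 SD, cut at about 70% in these data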;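 note: 0% = DMSO with NR2E3 transfected cells and 100% = cells lacking NR2E3 construct; higher means lower luciferase signal from less NR2E3 corepressor binding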
iPSC survival up: enhancers of human iPSC single-cell survival | hiPSC single-cell survival, ATPlite luminescence; 100% = ROCK inhibitor wells, 0% = DMSO | survival enhancement, % at 20 µM | actives 0.044% (n = 360,000) | AID 602274; in the data active = survival enhancement above about 18%;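 note: cells exposed to compounds for 16 hours before the ATP read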
Peg3 promoter: reduces Peg3 promoter-driven luciferase expression in HeLa; HeLa PEG-Prom luciferase reporter, luminescence, overnight; inhibition, % at 20 µM; actives 1.7% (n = 360,000);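 active = inhibition of at least 50% at 20 µM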
Shn3 inh set2: inhibitors of Schnurri-3 3'UTR reporter in osteoblasts. Clone20 osteoblast Shn3 3'UTR firefly luciferase, 24 h. inhibition, % at 12.5 µM. actives 0.52% (n = 360,000). AID 588674;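 active = mean inhibition of at least 75% with every replicate also reaching 75%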;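 note: 0% = median of neutral control wells and 100% = pilot-screen positive control compound; some compounds past the cut are filed as inactive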
KKLEB cytotox: counter-screen for CF NF-kB inhibitors: cytotoxicity. KKLEB CF airway cells viability, ATPlite luminescence, overnight; hits give low values; cells stimulated with P. aeruginosa culture filtrate. activity change (cytotoxicity), % at 5 µM. actives 0.36% (n = 360,000);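 active = corrected activity change at or below -50% at 5 µM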
TRPM1 prom inh: MITF TRPM1 promoter inhibition in SK-MEL-5 cells | AID 488899 | SK-MEL-5 TRPM1 promoter luciferase, 24 h | inhibition, % at 12.5 µM | actives 0.83% (n = 330,000);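 active = mean inhibition across replicates of 60% or more, whatever share of single replicates reaches that level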; note: values of inactives mirror those of a sister screen read the other way
HIF-2a inh: inhibitors of HIF-2a | actives 0.72% (n = 360,000) | 786-0 RCC cells HIF-2a reporter, luciferase luminescence, overnight | inhibition, % at 18.8 µM | AID 624352;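 active = inhibition of the luminescence signal of 40% or more relative to plate controls, in a single-dose primary screen at 18.75 µM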
Numbers without * were called inactive; · = no result given.

SMILES | NR2E3 ag-1 | aDG glyco act | TWEAK-Fn14 inh | CF NFkB block | NR2E3 ag-2 | iPSC survival up | Peg3 promoter | Shn3 inh set2 | KKLEB cytotox | TRPM1 prom inh | HIF-2a inh
COc1cccc(C(=O)NC(C)C(c2cccs2)N2CCOCC2)c1 (stereo not drawn) | -4 | -0.2 | 9 | -33 | 5 | 0.2 | 14 | 0 | 14 | · | 2
Cc1cc(C)nc(SCC(=O)NC2CCCCC2C)n1 (stereo not drawn) | 12 | 0.5 | -4 | 15 | 9 | -0.4 | -7 | -2 | 0 | 0 | 10
CN(C(=O)c1ccc(S(=O)(=O)N(C)C)cc1)c1ccc2ccccc2c1 | 4 | 0.2 | 44 | 4 | 7 | -0.2 | 12 | 2 | -1 | -1 | 5
COc1ccc(N(C(C)C(=O)NCc2ccco2)S(C)(=O)=O)cc1 (stereo not drawn) | 0 | -0.1 | -9 | -10 | -43 | -1.8 | -26 | 13 | 0 | 9 | 9
COc1ccc(/C=N/NC(=O)CC(=O)N/N=C/c2ccc(OC)cc2)cc1 | 5 | 0.2 | -11 | -9 | -5 | -0.3 | 29 | -19 | 1 | 11 | 25
CCn1nc(NC(=O)c2ccccn2)c2cc3cccc(C)c3nc21 | 4 | 0.6 | 23 | 13 | -15 | -0.2 | 0 | 6 | -4 | 0 | 5
CCn1c(SCC(=O)NC2CCCCC2)nc2c(c1=O)SC(C)C2 (stereo not drawn) | 2 | 0.2 | -14 | 8 | -1 | 3.2 | 8 | 2 | 3 | -4 | 10
Cc1ccc(NC(=O)CCC(=O)NNC(=S)Nc2ccc(F)cc2F)cc1C | 2 | -0.2 | 19 | -1 | -29 | 0.0 | 6 | -4 | 0 | 11 | 1
CC(C)NC(=O)CC1C(=O)N(Cc2ccccc2)C(C)c2nc3ccccc3n21 (stereo not drawn) | 1 | -0.2 | -16 | 0 | -34 | -0.4 | 11 | 8 | 7 | 21 | 8
O=C(COC(=O)CCc1ccccc1)NCc1ccc2c(c1)OCO2 | · | -0.3 | -2 | -29 | -7 | -0.8 | -3 | 4 | 31 | -4 | 16
COc1ccc(Cn2c(/C=C/c3ccccc3)nc3ccccc32)cc1 | 3 | 0.1 | -36 | 3 | -130 | -2.9 | -235 | -14 | -38 | -82 | -237
O=C1[C@@H](c2ccccc2)CC[C@@H]2C=CC[C@H]3CCN1[C@@H]32 | · | -0.3 | 15 | · | -13 | 0.3 | · | · | · | · | 0
CCC(=O)N1CCN(c2nc(-c3ccc(Cl)cc3)cs2)CC1 | 1 | 0.7 | -11 | -17 | 0 | -1.1 | -120 | 3 | -7 | -22 | -142
CCCOc1ccc(CNC(=O)C2CCN(C(=O)N3CCOc4ccccc43)CC2)cc1 | 4 | 0.3 | 12 | 4 | -5 | -2.3 | 7 | 21 | 14 | · | 8
CCn1c(SCC(=O)N2CCOCC2)nnc1-c1ccco1 | -1 | -0.1 | -13 | -18 | -10 | 0.0 | 4 | -26 | 0 | -13 | 14
CC(C)Oc1cccc(NC(=O)C2(C)CCN2C(=O)C(C)C)c1 (stereo not drawn) | · | 0.1 | 3 | -12 | -30 | 0.5 | 5 | 0 | -7 | · | -5
C=CCn1c(-c2cccc(OC)c2)nc2nc3ccccc3nc21 | 1 | -0.1 | -9 | -5 | -23 | 2.9 | -51 | -50 | -2 | -6 | -129
CC[C@]12c3[nH]c4ccc(Cl)cc4c3CCN1C(=O)[C@@H](CC(=O)NCCN1CCOCC1)C[C@@H]2C(=O)N1CCN(C(=O)c2ccco2)CC1 | · | -0.2 | 6 | 6 | -59 | -1.7 | -1 | 6 | 2 | -3 | 4
COc1cccc(NC2=NCC(=O)N2Cc2cccs2)c1 | 2 | -0.1 | 6 | -17 | -33 | 0.8 | 4 | -8 | 7 | 6 | -12
OCCN1CCN(CCO)C1=S | · | 0.1 | -15 | 1 | -5 | 1.4 | 19 | -29 | 6 | -6 | 10
CCOc1ccccc1NC(=O)N1CCCC1C(=O)Nc1nnc(CC)s1 (stereo not drawn) | -1 | 0.3 | -1 | -14 | 1 | 3.4 | 12 | -1 | 0 | 13 | 11
CCOc1ccc2nc(NC(=O)C3CCCN(S(=O)(=O)c4cccc5nonc45)C3)sc2c1 (stereo not drawn) | 2 | 3.0 | 23 | 3 | -1 | 2.1 | -4 | 7 | 5 | 7 | 6
CCn1c(SCc2cccc(C(=O)O)c2)nnc1-c1ccccc1 | -4 | 0.1 | 29 | 10 | 6 | -3.3 | -3 | -12 | -4 | 6 | -7
O=C(COC(=O)c1cc(Br)ccc1Cl)NC1CC1 | · | -0.1 | -2 | 16 | -8 | 3.3 | -14 | 1 | -2 | -6 | 18
COCC(C)NC(=O)c1ccccc1OC(C)=O (stereo not drawn) | 3 | 0.1 | -14 | 10 | 14 | -1.0 | 0 | 6 | -4 | -3 | 10

The last 2 compounds of the section above open the next one:
SMILES | NR2E3 ag-1 | aDG glyco act | TWEAK-Fn14 inh | CF NFkB block | NR2E3 ag-2 | iPSC survival up | Peg3 promoter | Shn3 inh set2 | KKLEB cytotox | TRPM1 prom inh | HIF-2a inh
O=C(COC(=O)c1cc(Br)ccc1Cl)NC1CC1 | · | -0.1 | -2 | 16 | -8 | 3.3 | -14 | 1 | -2 | -6 | 18
COCC(C)NC(=O)c1ccccc1OC(C)=O (stereo not drawn) | 3 | 0.1 | -14 | 10 | 14 | -1.0 | 0 | 6 | -4 | -3 | 10
CC1CCCN(S(=O)(=O)c2cc(Cl)ccc2Cl)C1 (stereo not drawn) | 1 | 0.0 | 2 | 2 | -23 | -2.5 | 31 | 11 | -3 | 14 | 20
COc1ccccc1N1CCN(Cc2cc(=O)c(OCC#N)co2)CC1 | 1 | -0.4 | -1 | -7 | 15 | -0.4 | -5 | -2 | -16 | 2 | 2
C=CCn1c(-c2ccccc2[N+](=O)[O-])n[nH]c1=S | 6 | 0.1 | 4 | 5 | -9 | -2.0 | 13 | -1 | -2 | -5 | 7
Cc1cc(C)n(-c2ccc(C(=O)Nc3cccnc3)cc2)n1 | 4 | 0.0 | -11 | 22 | 5 | 1.6 | -10 | 16 | 6 | -5 | -3
O=C(Nc1cccc(S(=O)(=O)N2CCCCC2)c1)C1CC1 | -4 | 0.1 | 12 | -1 | -16 | -0.9 | 0 | -1 | 5 | 15 | 0
Cc1ccc2[nH]c(C(=O)O)c(NC(=O)[C@@H]3C[C@@H]3c3ccccc3)c2c1 | -1 | -0.2 | 5 | -9 | -24 | 1.4 | 11 | 15 | 9 | 14 | 14
COC(=O)c1sccc1NC(=O)Nc1cc(OC)ccc1OC | · | -0.3 | -4 | -18 | -5 | 2.1 | -5 | -12 | 8 | 0 | 4
N#CCCN(C(=O)Nc1ccc(Cl)c(Cl)c1)c1ccccc1 | 0 | 0.4 | -28 | 4 | -5 | 2.7 | 9 | -8 | 6 | 0 | -4
O=C(NCc1ccc2c(c1)OCO2)Nc1ccc(F)cc1 | 2 | 0.3 | -17 | -40 | -38 | -0.3 | -190 | -30 | 5 | -23 | -109
COCCNC(=O)CN(C(=O)CCC(=O)Nc1ccccn1)c1ccc(C)c(C)c1 | 8 | -0.2 | 17 | -3 | 4 | -0.1 | 8 | 13 | -1 | 16 | 20
COc1ccc(-n2c(SC(CN3CCCCC3)CN3CCCC3=O)nc3ccccc3c2=O)cc1 (stereo not drawn) | 1 | 0.2 | -23 | 6 | 3 | -1.4 | 4 | 4 | -13 | 8 | 5
COC(=O)c1c[nH]c2c1-c1cc(C(=O)OCc3ccccc3)n(S(=O)(=O)c3ccc(C)cc3)c1C(=O)C2=O | · | 0.7 | 99* | 86* | 8 | -3.9 | 82* | -15 | -21 | 112* | 8
Cc1ccc(S(=O)(=O)N2CCN(C(=O)c3cccs3)CC2)cc1 | -1 | 0.0 | -16 | 9 | 6 | -1.9 | -16 | 9 | -19 | 4 | -62
CCOc1ccc(NC(=O)CN2CCN(CC(=O)Nc3ccc(F)c(F)c3)CC2)cc1 | 3 | 0.0 | 10 | 2 | -56 | -0.9 | 9 | 8 | -11 | -4 | 11
N#Cc1c(SCC(=O)N2CCCCC2)nsc1SCC(=O)N1CCCCC1 | 1 | 0.2 | 4 | 1 | 16 | 2.6 | 19 | -2 | 10 | 7 | 10
Oc1ccccc1CN1CCCC(N2CCN(c3cccc(C(F)(F)F)c3)CC2)C1 (stereo not drawn) | 0 | 0.5 | -13 | -6 | -11 | -0.3 | 21 | 43 | 12 | -3 | -3
N#CCCn1c2ccccc2c2nc3ccccc3nc21 | -2 | -0.3 | -22 | -48 | 5 | -2.7 | -25 | 0 | 3 | -25 | -135
Cc1ccc(CNC(=O)CSc2nc(C)cc(C)c2C#N)cc1 | 3 | 0.3 | 2 | 19 | -22 | -4.0 | -13 | -1 | -4 | 1 | -8
COc1ccc(OC)c(S(=O)(=O)N(C)CC(=O)N2CCc3ccccc3C2)c1 | 2 | 0.1 | 4 | 8 | -9 | 0.3 | 2 | -5 | -9 | 7 | 11
O=C(N/N=C/c1ccc2c(c1)OCO2)C(=O)Nc1ccccc1 | 3 | 0.1 | -37 | -2 | -43 | 0.2 | -66 | -28 | -9 | -44 | -74
CCOc1cccc(C2/C(=C(/O)c3ccc4c(c3)CC(C)O4)C(=O)C(=O)N2Cc2ccncc2)c1 (stereo not drawn) | 3 | -0.1 | 1 | -2 | -21 | 0.5 | 7 | 2 | -23 | -4 | 5
Cc1ccc(S(=O)(=O)N2CCC(=O)N([C@H](COCc3cccc(Cl)c3)C(C)C)CC2)cc1 | · | 0.1 | -11 | · | -2 | -2.2 | · | · | · | · | -5
O=C(c1cc(Cl)ccc1F)N1CCCC(Nc2ccc3c(c2)OCCO3)C1 (stereo not drawn) | 0 | 0.2 | 23 | 21 | -7 | 0.0 | 12 | 4 | -6 | 5 | -1
O=C(OCCCN1CCCC1)C1(c2ccccc2)CCCC1 | -1 | 0.0 | 5 | -3 | -13 | -0.6 | -7 | -8 | 5 | -11 | -5
CCc1ccccc1N(CC(=O)N1CCCCCC1)S(C)(=O)=O | 0 | 0.0 | -4 | -17 | -4 | 0.0 | 5 | -13 | 13 | 0 | 15
COc1cc(C)c(C(C)C)cc1S(=O)(=O)NCCCn1ccnc1 | -2 | -0.2 | 12 | 4 | -2 | -2.9 | 3 | 7 | -4 | 4 | 3
COC(=O)c1ccc(C(=O)OC)c(NC(=O)CSc2nnc(-c3ccccc3Cl)o2)c1 | 0 | 0.3 | 1 | 6 | 8 | 9.9 | 9 | 7 | -9 | 5 | 9
CCc1ccc(S(=O)(=O)Nc2cccc(-c3ccc4nnc(C)n4n3)c2)s1 | 2 | -0.3 | -2 | -35 | 0 | -0.4 | -3 | 14 | -21 | -7 | 8

Source: PubChem BioAssay (several laboratories)

Rows are unselected, and some 4.4% of all compounds hit somewhere here.
